Assay outcomes: PubChem BioAssay, National Center for Advancing Translational Sciences (NCATS)
mIDH1 inhibitor: human IDH1 R132H inhibition. O75874. IDH1-R132H enzyme, NADPH consumption, diaphorase/resazurin fluorescence. Potency, µM (top dose mostly 76.6 µM), inactives show top-dose activity change, negative = inhibition, most hits filed as inhibitors. 0.093% of 390,000 active. AID 602179; further: on the % scale 0 is the no-effect control and ±100 the full control effect; nearly all actives have a fitted effect of over 65% in size
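IDH1-R132H (0.5 ug/mL dispensed) in pH 7.5 Tris buffer was preincubated 30 min with compound, then given a substrate mix of 0.016 mM NADPH and 2 mM alpha-KG for 80 min at room temperature; remaining NADPH was read by diaphorase/resazurin fluorescence.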
RXFP1 ag: activates the human relaxin receptor RXFP1; Q9HBX9; HEK293T-RXFP1 cAMP TR-FRET, 30 min; response scale: percent of porcine relaxin response, buffer zero; Potency, µM (series often up to 57.5 µM), for inactives: top-dose activation, hits mostly activators; 0.3% of 370,000 active; AID 2676; further: on the % scale 0 is the no-effect control and ±100 the full control effect; nearly all actives have a fitted effect of over 60% in size; many of its hits are not listed in these tables
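cAMP rise read by TR-FRET after 30 min, 37C compound exposure (up to 58 uM) in RXFP1-transfected HEK293 cells with Ro 20174 present. EC50 from Hill-equation fits, with 29 nM porcine relaxin as 100% and buffer as basal.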
12-LOX inh: ALOX12 (human) lipoxygenase inhibition; purified 12hLO, xylenol orange hydroperoxide absorbance; AID 1671190; P18054; Potency, µM (top dose mostly 108 µM), for the others: at the top dose activity change, negative = inhibition, most hits filed as inhibitors; 1.1% of 580,000 active; further: on the % scale 0 is the no-effect control and ±100 the full control effect
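Purified human 12hLO (150 nM final) in 25 mM Hepes, 0.01% Triton X-100, pH 7.0 was preincubated 15 min at room temperature with compound. Then 40 uM arachidonic acid was added, 30 min. Hydroperoxide was read by Fe-XO absorbance ratio 573/405 nm.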
RGS4 inhibitor: inhibitors of human regulator of G protein signaling 4; P49798; Transcreener GDP fluorescence polarization, RGS4-accelerated GTP hydrolysis; 0.039% of 390,000 active; Potency, µM (titrated, usually from 114 µM), inactives show top-dose activity change, negative = inhibition, most hits filed as inhibitors; further: on the % scale 0 is the no-effect control and ±100 the full control effect; nearly all actives have a fitted effect of over 75% in size; some results filed as inactive show a strong effect at the top dose
Target sequence (P49798 whole entry, looked up): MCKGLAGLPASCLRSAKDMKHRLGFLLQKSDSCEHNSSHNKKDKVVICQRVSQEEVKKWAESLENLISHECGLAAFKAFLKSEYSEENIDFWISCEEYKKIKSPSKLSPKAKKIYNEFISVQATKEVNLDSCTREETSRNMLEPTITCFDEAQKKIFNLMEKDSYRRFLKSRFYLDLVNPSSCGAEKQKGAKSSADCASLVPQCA
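MLSMR compounds (23 nl, pin-transferred) preincubated 10 min at room temperature with a 500nM (2x) first reagent, then RGS4 at 900nM (2x) plus Transcreener GDP mix added; fluorescence polarization (620/688 nm) read before and after 90 min at 30 °C.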
USP1 inh: blocks the human USP1/UAF1 deubiquitinase complex | recombinant USP1/UAF1, Ub-Rhodamine cleavage fluorescence | O94782 | 0.23% of 390,000 active | Potency, µM (top dose mostly 57.1 µM), for the others: top-dose activity change, negative = inhibition, actives largely listed as inhibitors; further: on the % scale 0 is the no-effect control and ±100 the full control effect; nearly all actives have a fitted effect of over 60% in size; inactives centre near -12
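USP1/UAF1 complex (1 nM) preincubated 15 min at room temperature with compound, then Ub-Rho substrate (150 nM final) added. Kinetic fluorescence at 480/540 nm over 6 reads at 60 s intervals; 50 mM HEPES pH 7.8, 0.5 mM EDTA, 0.1 mg/ml BSA, 1 mM TCEP, 0.01% Tween-20.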
rTrxR1 inhibitor: blocks rat thioredoxin reductase 1; recombinant rTrxR1, NADPH fluorescence consumption, selenite substrate; AID 588453; 1% of 390,000 active; Potency, µM (doses to about 114 µM), for the others: at the top dose activity change, negative = inhibition, actives largely listed as inhibitors; O89049; further: on the % scale 0 is the no-effect control and ±100 the full control effect; nearly all actives have a fitted effect of over 65% in size
Target sequence (O89049 whole entry, looked up): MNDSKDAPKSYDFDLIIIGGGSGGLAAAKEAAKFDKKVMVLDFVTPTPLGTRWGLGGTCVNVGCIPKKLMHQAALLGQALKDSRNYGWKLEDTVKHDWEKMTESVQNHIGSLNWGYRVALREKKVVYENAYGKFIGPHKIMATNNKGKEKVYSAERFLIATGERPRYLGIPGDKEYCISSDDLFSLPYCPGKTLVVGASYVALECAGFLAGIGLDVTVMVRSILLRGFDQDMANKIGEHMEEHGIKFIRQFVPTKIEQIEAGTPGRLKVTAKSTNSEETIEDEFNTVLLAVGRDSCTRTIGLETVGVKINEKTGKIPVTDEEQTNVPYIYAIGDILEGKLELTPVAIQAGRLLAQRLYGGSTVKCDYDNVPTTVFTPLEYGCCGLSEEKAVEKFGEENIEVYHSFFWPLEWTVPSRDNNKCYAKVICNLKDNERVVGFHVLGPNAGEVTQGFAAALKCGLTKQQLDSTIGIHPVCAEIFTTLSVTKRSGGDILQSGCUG
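Rat TrxR1 (90 nM in the dispensed reagent) was pre-reduced with 400 uM NADPH for 5 min at room temperature, then incubated with compound for 15 min. After 400 uM selenite was added, NADPH fluorescence (Ex 340/Em 450 nm) was followed for 8 min.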
Vif-A3G inh: Vif-A3G binding inhibition. Q9HC16. HeLa A3G-eYFP + Vif (tagged APOBEC3G with the HIV-1 protein that degrades it), YFP fluorescence, overnight. Potency, µM (top dose mostly 46.1 µM), inactives show top-dose activity, negative = active, usual class: inhibitors. 0.076% of 410,000 active. AID 602310;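 further: on the % scale 0 is the no-effect control and ±100 the full control effect; nearly all actives have a fitted effect of over 60% in size; hits raise eYFP signal because A3G escapes Vif-driven loss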
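Read-out is eYFP fluorescence (Ex 488/Em 500-530) from Vif-expressing HeLa A3G-eYFP cells; more signal means A3G escaped Vif-mediated degradation. Cells plated overnight, compound pinned in, incubated overnight at 37 deg C.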
TrxR1 substrate: is turned over as a substrate by rat TrxR1 | Potency, µM (series often up to 114 µM), inactives show at the highest dose activity change, negative = substrate turnover | 0.01% of 390,000 active | purified TrxR1 substrate turnover, NADPH consumption readout | AID 588456 | O89049; further: on the % scale 0 is the no-effect control and ±100 the full control effect; nearly all actives have a fitted effect of over 50% in size
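Rat TrxR1, dispensed at 90 nM, was prereduced with 400 uM NADPH (final) for 5 min at ~22 deg C, then incubated with compound 15 min before 400 uM selenite. A first-read NADPH fluorescence drop versus no-compound background flagged substrates.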
Vif-APOBEC3F blk: Vif-A3F binding inhibition; HeLa A3F-eYFP + Vif (tagged APOBEC3F with the HIV-1 protein that degrades it), YFP fluorescence increase; Potency, µM (doses to about 46.1 µM), without a hit: at the highest dose activity, negative = active; 0.2% of 390,000 active; further: % of control where 0% means no effect; nearly all actives have a fitted effect of over 65% in size
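Fluorescence increase (Ex 488/Em 500-530) after overnight compound treatment at 37 deg C flags inhibition of Vif-driven A3F-eYFP loss in stable HeLa A3F-eYFP/Vif cells seeded overnight beforehand.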
Starred values were filed as active, the others as inactive; ? = inconclusive; . = not tested or not shown; [ ] = dose if it differs, or a comment. The call rests on the fitted dose curve; in most records, active means well fitted curve in the direction sought with a large enough effect; inconclusive means small, poorly fitted or top-dose-only effect, or another doubt; inactive means no such curve, though single readings can be large; an effect the other way counts as inactive or inconclusive. Potency means the concentration at half of the fitted maximal effect.

SMILES	mIDH1 inhibitor	RXFP1 ag	12-LOX inh	RGS4 inhibitor	USP1 inh	rTrxR1 inhibitor	Vif-A3G inh	TrxR1 substrate	Vif-APOBEC3F blk
CCCN1CCN(C(=S)Nc2ccc(SC(F)F)cc2)CC1	6%	1.0%	0%	15%	1%	11%	0%	-1%	-4%
Cc1cc(C(=O)O[C@H]2[C@H](Cc3ccccc3)NS(=O)(=O)[C@H]3C[C@@H]4C=C[C@]23O4)ccc1[N+](=O)[O-]	-4%	1.5%	-1%	-8%	-21%	32%[activator]	-1%	2%	-1%
Cc1noc(NS(=O)(=O)c2ccc(N/C=C\C(=O)c3ccc(Br)cc3)cc2)c1C	-8%	-0.2%	?	-34%[56.9 µM]	-28%	13%	0%	-4%	6%
COc1c(S(=O)(=O)Nc2cccnc2)ccc(Cl)c1Cl	0%	2.2%	-9%	1%	-12%	9%[57.1 µM]	-5%	-6%[57.1 µM]	3%
Cc1ccc(-n2c(-c3ccncc3)n[nH]c2=S)cc1C	0%	-1.2%	?	?	-5%	-33%	3%	-9%	10%
COc1ccc2cnn(-c3ccc(OC(F)(F)Cl)cc3)c(=O)c2c1OC	5%	-0.4%	0%	-2%	-20%	2%	-6%	6%	-8%
O=Cc1ccc(N2CCCC2)o1	-4%	-0.6%	-6%	-24%	3%	14%[57.1 µM]	1%	-3%	-6%
CC1CN(c2nc3ccccn3c(=O)c2C=O)CC(C)O1 (stereo not drawn)	-3%	20%	-9%	13%	-13%	8%	3%	-11%	-2%
Cc1nc([N+](=O)[O-])c(C(=O)O)n1C	-6%	-0.5%	-21%	8%	-13%	-8%[57.1 µM]	-5%	-9%[57.1 µM]	-2%
CCOC(=O)C1(S(=O)(=O)c2ccc(Cl)cc2)CCN(Cc2ccc(Cl)cc2)CC1	3%	-0.3%	?	-23%	-16%	36%[57.1 µM]	1%	6%[57.1 µM]	-7%
CC(NC(=O)c1ccc(N(C)C)c([N+](=O)[O-])c1)c1ccc(-n2ccnc2)cc1 (stereo not drawn)	9%	1.2%	15%	-1%	-4%	4%	-1%	-5%	-3%
Cc1cc(-c2ccccc2)n2ncc(C#N)c2n1	-3%	2.7%	-5%	10%	-13%	-1%	0%	108%[activator]	2%
CCC(=O)Nc1nnc(SCC(=O)NCC2CCCO2)s1 (stereo not drawn)	6%	.	.	16%	-8%	8%	-4%	2%	-1%
Cc1cccc(NC(=S)Nc2ccc(Cl)c(Cl)c2)c1	10%	0.1%	?	-37%	-14%	-10%[57.1 µM]	-1%	3%[57.1 µM]	-22%
CC1CCCN(c2nc3c(c(=O)n(C)c(=O)n3C)n2CCSc2nc3ccccc3s2)C1 (stereo not drawn)	3%	6.4%	-20%	-27%	-14%	-5%	-4%	-14%	-13%
Cc1ccccc1NC(=O)Cn1cc(C(=O)c2cccs2)c2ccccc21	6%	3.7%	-12%	-23%	-2%	-9%	3%	-7%	-15%
O=C(Nc1ccc2c(c1)nc1n2CCSC1)c1ccccc1	4%	0.1%	-15%	-16%	-27%	18%	3%	3%	2%
S=C(NCCCN1CCOCC1)NC1CCCC1	2%	1.4%	-7%	-22%	?	4%[57.1 µM]	3%	6%	1%
COc1ccc(S(=O)(=O)NC2CC(=O)N(c3ccc4c(c3)OCCO4)C2)cc1 (stereo not drawn)	-2%	0.0%	-12%	-2%	-22%	7%[57.1 µM]	0%	3%[57.1 µM]	2%
Cc1ccc(C)c(N2CCN(C(=O)c3ccc4c(=O)n5c(nc4c3)CCCCC5)CC2)c1	12%	3.2%	13%[57.4 µM]	-9%	-26%	-11%	4%	-5%	1%
Cc1ccc(C)c(S(=O)(=O)N2CCN(C(=O)c3cc(S(=O)(=O)NCc4ccccc4)ccc3C)CC2)c1	20%	-0.6%	474%[activator]	37%	-11%	37%[activator]	3%	7%	-8%
CCOC(=O)c1cc(S(=O)(=O)N2CCOCC2)cn1C	0%	-1.4%	-4%	7%	-23%	16%	1%	1%	-3%
CCOc1cccc2c1OC(c1cc(OC)c(OC)c(OC)c1)N1N=C(c3ccc(C)o3)CC21 (stereo not drawn)	10%	0.9%	.	-38%	-23%	?	?	-6%	?
CCOC(=O)C1=C(C)NC2=C(C(=O)C(C(=O)OCC)C(c3ccc(OC)cc3)C2)C1c1ccccn1 (stereo not drawn)	0%	2.5%	0%	-12%	-9%	-13%[57.1 µM]	0%	14%[57.1 µM]	5%
CCCCOC(=O)c1ccc(NC(=O)/C=C/c2cccs2)cc1	9%	-0.2%	9%	-21%	-19%	-3%	0%	-6%	7%
C/C(CC(=O)Nc1ccc2c(c1)OCO2)=N\NC(=O)c1ccc(N)cc1	0%	3.8%	139%[activator]	-31%	-16%	?	1%	-5%	-1%
CCn1c2ccccc2c2cc(NC(=O)C(C)Oc3ccc(OC)cc3)ccc21 (stereo not drawn)	-1%	4.6%	0%	1%	-3%	-6%	-9%	-9%	1%
O=C(OCC(=O)c1c[nH]c2ccccc12)c1ccc([N+](=O)[O-])s1	-6%	1.0%	-25%	-16%	-23%	-36%	-1%	-14%	6%
Cc1ccnc2nc(C(=O)Nc3nc(-c4ccccn4)cs3)nn12	-3%	11%	-2%	-17%	-9%	8%	-16%	2%	12%
CN(C)c1nc2c(c(=O)[nH]c(=O)n2C)n1CCCc1ccccc1	0%	2.7%	2%	8%	-11%	-5%[57.1 µM]	-2%	-7%[57.1 µM]	-1%
NC(=O)c1ccccc1OCC(=O)O	5%	2.6%	159%[activator]	13%	-11%	5%	0%	-2%	-6%
Cc1cc(=O)[nH]c(Nc2cccc(Cl)c2C)n1	-7%	-0.5%	-17%	9%	-24%	23%	0%	3%	4%
CCOC(=O)N1CCN(c2c(Nc3cc(C)[nH]n3)c(=O)c2=O)CC1	-10%	0.1%	0%	14%	-25%	-10%	3%	-12%	0%
COc1cccc(-n2c(=O)c3c(C)c(C)sc3n(CC(=O)NCc3ccc(C)cc3)c2=O)c1	.	3.3%	-26%	-32%	-26%	-10%	.	-8%	.
Cc1cc(OCC(=O)OC(C)C(=O)NC2CC2)c(C(C)C)cc1Cl (stereo not drawn)	7%	.	-16%	.	-23%	.	-9%	.	-5%
O=C(NC(=S)Nc1ccccc1N1CCCCC1)c1ccc(F)cc1Cl	8%	0.2%	?	-53%	-12%	-12%	-7%	-6%	?
O=C(CCS(=O)(=O)c1ccc(Cl)cc1)NCCc1c[nH]c2ccccc12	-9%	-3.7%	-22%	7%	-3%	4%	3%	-4%	?
Cc1cc(N)n2ncc(-c3ccccc3)c2n1	3%	1.3%	-18%	-7%	-9%	-1%[57.1 µM]	1%	-7%	9%
O=C(c1ccco1)N1CCN(C2CC(=O)N(c3ccc4c(c3)OCO4)C2=O)CC1 (stereo not drawn)	2%	-0.6%	0%	-23%	-13%	-21%	0%	-9%	3%
CC[C@H](C)[C@H](NC(=O)CNC(=O)COc1cc2c(c3oc(=O)cc(C)c13)CCC(C)(C)O2)C(=O)O	0%	9.0%	0%	8%	-25%	?	2%	552%[activator]	-7%

7 entries from above, with values under each structure:
Value order – mIDH1 inhibitor, RXFP1 ag, 12-LOX inh, RGS4 inhibitor, USP1 inh, rTrxR1 inhibitor, Vif-A3G inh, TrxR1 substrate, Vif-APOBEC3F blk
- NC(=O)c1ccccc1OCC(=O)O
 : 5%, 2.6%, 159%[activator], 13%, -11%, 5%, 0%, -2%, -6%
- Cc1cc(=O)[nH]c(Nc2cccc(Cl)c2C)n1
 : -7%, -0.5%, -17%, 9%, -24%, 23%, 0%, 3%, 4%
- CCOC(=O)N1CCN(c2c(Nc3cc(C)[nH]n3)c(=O)c2=O)CC1
 : -10%, 0.1%, 0%, 14%, -25%, -10%, 3%, -12%, 0%
- COc1cccc(-n2c(=O)c3c(C)c(C)sc3n(CC(=O)NCc3ccc(C)cc3)c2=O)c1
 : ., 3.3%, -26%, -32%, -26%, -10%, ., -8%, .
- Cc1cc(OCC(=O)OC(C)C(=O)NC2CC2)c(C(C)C)cc1Cl (stereo not drawn)
 : 7%, ., -16%, ., -23%, ., -9%, ., -5%
- O=C(NC(=S)Nc1ccccc1N1CCCCC1)c1ccc(F)cc1Cl
 : 8%, 0.2%, ?, -53%, -12%, -12%, -7%, -6%, ?
- O=C(CCS(=O)(=O)c1ccc(Cl)cc1)NCCc1c[nH]c2ccccc12
 : -9%, -3.7%, -22%, 7%, -3%, 4%, 3%, -4%, ?

This is a subset; the hit share may differ from the screen's.
